KB-3-1 tox: qHTS assay for MDR1-selective chemotherapeutics: Primary screen using the parental adenocarcinoma cell KB-3-1; KB-3-1 viability, CellTiter-Glo ATP luminescence, 72 h; Potency, µM (titrated, usually from 46.1 µM), inactives show at the highest dose activity change, negative = cytotoxic, most hits filed as cytotoxic; 1.4% of 400,000 active; AID 1347075, 2019; note: % is set by controls: 0 for no effect and ±100 for the full control effect; nearly all actives have a fitted effect of over 60% in size
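Multi-concentration cytotoxicity screen in KB-3-1 cells grown in DMEM lacking phenol red with 10% FBS. After 72 h at 37 °C with compound, ATP-dependent luminescence was recorded.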
GLP1R cytotox: qHTS of GLP-1 Receptor Inverse Agonists: Cytotox Screen; HEK293 cAMP-luciferase reporter cells, luminescence, 24 h; Potency, µM (series often up to 38.3 µM), for inactives: at the top dose activity change, negative = inhibition, hits mostly inhibitors; 0.13% of 410,000 active; AID 624418, 2012;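 note: loss of luciferase light is scored as toxicity; % is set by controls: 0 for no effect and ±100 for the full control effect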
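Here, cytotoxicity is scored as loss of luminescence. The MLSMR collection was tested on cells seeded in medium containing 10% Nu serum, with a 24 hr compound exposure preceded by 12 hours of culture.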
HT1080 IDH1KD tx: qHTS for induction of synthetic lethality in tumor cells producing 2HG: qHTS for the HT-1080-IDH1KD cell line. Potency, µM (series often up to 46.1 µM), inactives show top-dose activity, negative = toxicity, actives largely listed as cytotoxic. HT-1080 IDH1 knockdown viability, ATP luminescence, 48 h. 2% of 360,000 active. AID 686971, 2013;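 note: 0% = DMSO wells and -100% = cell-free medium wells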
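Luminescent ATP read-out (CellTiter-Glo, 10 min at room temperature) after 48 h compound exposure at 37 °C gave viability of IDH1-knockdown HT-1080 cells. Activity was normalised to DMSO and cell-free wells, then fitted as concentration-response curves.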
KB-V1 cytotox: qHTS assay for MDR1-selective chemotherapeutics: Primary screen using the drug-selected MDR subline cells KB-V1. KB-V1 MDR cells viability, CellTiter-Glo, 72 h. Potency, µM (highest dose often 46.1 µM), without a hit: top-dose activity change, negative = cytotoxicity, hits mostly cytotoxic. 3.4% of 400,000 active. AID 1347076, 2019; note: % is set by controls: 0 for no effect and ±100 for the full control effect; nearly all actives have a fitted effect of over 60% in size
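KB-V1 cells (P-gp-expressing MDR subline of KB-3-1) in phenol-red-free DMEM with 10% FBS were exposed to library compounds over a concentration series for 72 h at 37 degrees C. Viability read by CellTiter-Glo luminescence; concentration-effect curves fitted after normalization.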
GLP-1R inv ag: qHTS of GLP-1 Receptor Inverse Agonists (Inhibition Mode) | HEK293 GLP-1R CRE-luciferase, luminescence, 24 h; GLP-1R form is constitutively active | Potency, µM (titrated, usually from 38.3 µM), inactives show at the highest dose activity change, negative = inhibition, most hits filed as inhibitors | Glucagon-like peptide 1 receptor (Homo sapiens), P43220 | AID 624417, 2012 | 1.6% of 410,000 active; note: % is set by controls: 0 for no effect and ±100 for the full control effect; nearly all actives have a fitted effect of over 55% in size
Target sequence (P43220 whole entry, looked up): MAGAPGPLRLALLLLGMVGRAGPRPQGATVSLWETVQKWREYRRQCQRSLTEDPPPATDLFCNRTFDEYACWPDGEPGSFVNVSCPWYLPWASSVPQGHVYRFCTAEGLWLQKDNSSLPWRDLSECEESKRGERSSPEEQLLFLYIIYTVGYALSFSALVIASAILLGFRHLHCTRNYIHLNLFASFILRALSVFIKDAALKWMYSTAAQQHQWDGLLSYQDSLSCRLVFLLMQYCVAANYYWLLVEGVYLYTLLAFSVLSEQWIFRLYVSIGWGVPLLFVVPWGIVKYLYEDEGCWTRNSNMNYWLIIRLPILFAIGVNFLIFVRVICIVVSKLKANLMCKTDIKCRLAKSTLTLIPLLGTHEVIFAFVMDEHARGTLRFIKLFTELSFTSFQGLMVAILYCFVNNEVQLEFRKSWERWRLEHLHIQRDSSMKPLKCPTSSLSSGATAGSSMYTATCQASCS
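Using stably transfected HEK293 (constitutively active GLP-1R, cAMP-luciferase reporter), compounds were incubated 24 hr and luciferase measured by luminescence.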
HT1080NT lethal: qHTS for induction of synthetic lethality in tumor cells producing 2HG: qHTS for the HT-1080-NT fibrosarcoma cell line. HT-1080-NT fibrosarcoma viability, CellTiter-Glo ATP luminescence, 48 h. Potency, µM (titrated, usually from 46.1 µM), for inactives: at the top dose activity, negative = less viability, usual class: cytotoxic. 1.6% of 360,000 active. AID 686970, 2013;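 note: NT is the 2HG producing partner of a matched IDH1 knockdown line; 0% = DMSO-treated cells and -100% = media-only wells without cells; nearly all actives have a fitted effect of over 55% in size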
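Toxicity toward the 2HG-producing NT line was scored as %Activity, normalised to DMSO and no-cell wells, from CellTiter-Glo luminescence after 48 hours' treatment.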
GLP-1R agonist: qHTS of GLP-1 Receptor Agonists. Glucagon-like peptide 1 receptor (Homo sapiens), P43220. HEK293 GLP-1R CRE-luciferase, luminescence, 4-6 h; cells express a hypersensitive GLP-1R form. Potency, µM (top dose mostly 45.6 µM), inactives show at the top dose activation, actives largely listed as activators. 0.007% of 380,000 active. AID 624172, 2012; note: % of control where 0% means no effect
SW480 rerep: A quantitative high throughput screen for small molecules that induce DNA re-replication in SW480 colon adenocarcinoma cells | SW480 DNA re-replication, Hoechst DNA content imaging, 48 h | Potency, µM (highest dose often 46.1 µM), for inactives: at the top dose re-replication activation, hits mostly activators | 1.8% of 340,000 active; note: % of control where 0% means no effect; nearly all actives have a fitted effect of over 55% in size
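250 cells/well; 23 nL cpd via pin tool; 48 hr, 37 C, 5% CO2; Hoechst 40 min; imager read of total nuclear intensity, ex 405/em 500-530 nm.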
TDP43 rescue: qHTS of TDP-43 Inhibitors. 1.8% of 410,000 active. AID 652104, 2013. TDP-43 expressing yeast growth rescue, BacTiter-Glo, 24 h. Potency, µM (doses to about 46.1 µM), for the others: top-dose growth rescue (activation), usual class: activators; note: % of control where 0% means no effect; nearly all actives have a fitted effect of over 50% in size
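Galactose-induced TDP-43 yeast, OD600=0.02, compound pinned; 24 hr, 30 deg C; BacTiter-Glo luminescence for growth. Inhibitors of TDP-43 toxicity read as activators.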
* hit, by the source's call; ? = inconclusive; · = no result given; [ ] = dose if it differs, or a comment. Calls come from the whole dose curve; as a rule, active = well fitted curve in the direction sought with a large enough effect; inconclusive = small, poorly fitted or top-dose-only effect, or another doubt; inactive = no such curve, though single readings can be large; an effect the other way counts as inactive or inconclusive. Potency is the fitted concentration of half-maximal effect.

structure	SW480 rerep	KB-3-1 tox	GLP1R cytotox	HT1080NT lethal	HT1080 IDH1KD tx	KB-V1 cytotox	TDP43 rescue	GLP-1R inv ag	GLP-1R agonist
CCOc1ccc(OCCC(=O)OCC(=O)NCc2ccc(Cl)cc2)cc1	3.9%	6.6%	-0.2%	7.1%	0.7%	8.9%	-13.6%	13.4%	-1.3%
Cc1cccc(-c2noc(CCCC(=O)NCC3CCCO3)n2)c1 (centres undefined)	3.6%	-3.2%	0.0%	10.1%	13.0%	?	?	1.0%	0.6%
CCOC(=O)C1=C(CN2CCCCC2)NC(=O)NC1c1ccc(C)cc1 (centres undefined)	·	17.9%	-0.2%	·	·	-1.9%	12.6%	-24.6%	0.6%
CC(=O)Nc1ccc(Cl)c(C(N)=O)c1	-7.3%	0.1%	11.6%	23.9%	-0.8%	-2.5%	-13.2%	0.0%	-5.6%
CCOC(=O)N1CCN(C(=O)c2cc(COc3ccc4ncccc4c3)on2)CC1	17.7%	?	-1.2%	-10.1%	-16.7%	?	-2.0%	-9.5%	4.6%
NC(=O)c1ccc(NC(=O)CN2CCN(Cc3ccccc3)CC2)cc1	6.8%	0.3%	17.3%	11.0%	6.6%	-11.7%	-0.5%	13.6%	-1.8%
N#CC(c1ccc(Cl)cc1)c1cccc(Cl)n1 (centres undefined)	-0.2%	8.9%	-1.4%	6.7%	0.2%	7.5%	?	-7.9%	13.5%
Cc1nc(NC(=O)COC(=O)CCc2nc3ccccc3s2)c(Cl)cc1Cl	-2.0%	2.9%	5.6%	-2.9%	-1.6%	20.9%	1.4%	2.8%	-2.8%
CCCn1c(CNC(=O)c2ccccc2)nc2ccccc21	-9.1%	3.6%	-5.7%	10.6%	10.4%	23.1µM*	-5.4%	-4.4%	-5.3%
Cc1onc(-c2c(F)cccc2Cl)c1C(=O)Nc1cccc(Cn2cccn2)c1	4.0%	-11.7%	3.1%	7.7%	7.5%	20.6µM*	-4.7%	0.0%	-0.5%
Cc1ccc(OCCNC(=O)c2ccccc2O)cc1	-1.6%	-0.4%	0.3%	-3.0%	-28.8%	0.0%	?	?	-10.7%
CCCc1nc(SCC(=O)Nc2nc3c(s2)CCCC3)c2ccccc2n1	7.8%	-22.4%	-15.1%	0.3%	2.9%	-21.0%	1.1%	2.7%	6.4%
CS(=O)(=O)N(CC(=O)N1CCN(Cc2ccccc2)CC1)Cc1ccccc1	-3.5%	4.0%	1.2%	0.7%	-9.7%	0.0%	-28.1%	0.0%	-5.9%
OCc1nc2ccccc2n1CCCOc1ccccc1	-8.9%	-3.4%	-2.9%	-0.6%	12.1%	-27.6%	-32.2%[inhibitor]	3.9%	1.2%
CCOC(=O)c1c(-c2ccccc2)csc1NC(=O)/C(C#N)=C/c1ccc(O)c(OC)c1	?	6.7%	47.2%[activator]	?	-20.9%	-2.0%	16.9%	0.1%	-17.4%
Cc1c(C(=O)NNC(=O)c2ccccc2O)oc2ccccc12	·	-11.1%	-12.8%	-21.0%	-26.6%	-22.3%	2.7%	?	10.0%
COc1ccc(NC(=O)CN(C)CC(=O)NC(=O)NC2CCCCC2)cc1	-1.1%	-0.1%	-25.1%	2.8%	-4.6%	-0.1%	11.7%	-14.9%	-3.3%
Cc1sc2ccccc2c1CNC[C@H]1O[C@@H](n2ccc(=O)[nH]c2=O)[C@H](O)[C@@H]1O	·	0.0%	2.3%	21.8%	14.3%	5.7%	24.5%	0.0%	-0.9%
C[C@H](NS(=O)(=O)c1ccc(Cl)c(Cl)c1)C(=O)OCc1cc(=O)n2cc(Br)ccc2n1	-0.7%	5.3%	-4.5%	6.8%	0.9%	?	2.9%	19.7%	0.7%
CC(C)c1nn2c(=O)cc(COC(=O)c3ccc4c(c3)OCO4)nc2s1	·	-1.7%	2.5%	·	·	7.7%	29.5%	2.4%	·
CC(=O)c1ccc(OCc2cc(C(=O)NCCc3ccc(Cl)cc3)no2)cc1	20.1%	4.0%	5.9%	4.6%	15.6%	-4.4%	11.1%	8.2%	5.1%
COc1ccc(S(=O)(=O)N2CCOCC2)cc1NC(=O)CCNC(=O)c1ccc(Br)cc1	?	3.5%	-1.6%	-2.9%	-23.5%	12.4%	4.3%	-8.0%	0.1%
COc1cccc(C(=O)NC2CCN(C(=O)N3CCCCC3)CC2)c1	-6.0%	22.0%	-18.4%	6.4%	15.7%	0.0%	15.2%	2.9%	-3.3%
COc1ccc(/C=N/NC(=O)C(C)n2nnc3ccccc32)cc1OC (centres undefined)	-3.9%	-2.0%	-10.8%	5.9%	6.0%	10.8%	3.9%	113.1%[activator]	?
Cc1ccc(NC(=S)Nc2ccc(S(=O)(=O)N3CCOCC3)cc2)cc1S(=O)(=O)N1CCOCC1	?	?	-5.0%	-2.6%	0.1%	0.0%	-39.9%[inhibitor]	?	3.4%

Among those listed so far, 2 contain a thiophene ring, fused or not.
structure	SW480 rerep	KB-3-1 tox	GLP1R cytotox	HT1080NT lethal	HT1080 IDH1KD tx	KB-V1 cytotox	TDP43 rescue	GLP-1R inv ag	GLP-1R agonist
CCOC(=O)c1c(-c2ccccc2)csc1NC(=O)/C(C#N)=C/c1ccc(O)c(OC)c1	?	6.7%	47.2%[activator]	?	-20.9%	-2.0%	16.9%	0.1%	-17.4%
Cc1sc2ccccc2c1CNC[C@H]1O[C@@H](n2ccc(=O)[nH]c2=O)[C@H](O)[C@@H]1O	·	0.0%	2.3%	21.8%	14.3%	5.7%	24.5%	0.0%	-0.9%

The results go on:
structure	SW480 rerep	KB-3-1 tox	GLP1R cytotox	HT1080NT lethal	HT1080 IDH1KD tx	KB-V1 cytotox	TDP43 rescue	GLP-1R inv ag	GLP-1R agonist
COc1ccc(CN2CCCC(CNC(=O)c3ccc(F)cc3)C2)cc1OC (centres undefined)	?	-3.6%	-0.1%	4.2%	-0.9%	-3.3%	-11.7%[0.397 µM]	8.1%	10.7%
COCC(C)NC(=O)CCS(=O)(=O)c1nc(-c2ccc(OC)cc2)cc(C(F)(F)F)n1 (centres undefined)	9.2%	-10.6%	-28.5%	?	23.1µM*	-18.7%	5.7%	-11.9%	-15.4%
COc1ccc(-c2nnc(SCC(=O)NC3CCCCC3)o2)cc1OC	-2.1%	-1.1%	-2.6%	-12.4%	-7.2%	-8.7%	-3.7%	46.3%[activator]	-5.5%
CCn1cc(C(=O)N2CCN(Cc3ccc4c(c3)OCO4)CC2)c(=O)c2ccc(C)nc21	-4.2%	-19.5%	1.6%	-0.4%	1.7%	-18.7%	-8.9%	-19.1%	-1.1%
COc1cc(CN2CCN(C(=O)c3ccc(-c4ccccc4)cc3)CC2)cc(OC)c1OC	-7.3%	-19.2%	-5.0%	-22.4%	-23.0%	-0.5%	-3.7%	?	9.4%
NS(=O)(=O)c1ccc(NC(=S)N2CCN(c3ccccc3Cl)CC2)cc1	-10.2%	-11.7%	-11.7%	4.3%	1.8%	?	16.4%	?	-3.6%
CC(C)NC(=O)COC(=O)c1ccc(Cl)c(S(N)(=O)=O)c1	-3.2%	4.6%	10.8%	0.0%	2.3%	-8.9%	-25.7%	-9.7%	3.2%
CN(CC(=O)N1CC=C(c2ccccc2)CC1)S(=O)(=O)c1ccc2c(c1)c(=O)n(C)c(=O)n2C	-3.3%	-0.8%	3.7%	-4.3%	-1.5%	0.0%	-14.7%	9.8%	0.1%
C=CCN(c1ccccc1OC)S(=O)(=O)c1cccc(C(=O)NCc2ccco2)c1	2.3%	-4.7%	-6.9%	0.2%	-7.8%	-0.5%	0.0%	7.6%	4.2%
Cn1c(=O)cc(SCC(=O)NCC2CCCO2)c2ccc(Cl)cc21 (centres undefined)	-15.9%	11.0%	-5.0%	10.2%	10.6%	-1.4%	-13.5%	0.0%	-10.6%
O=C(Cn1ccc2ccccc21)Nc1ccc2c(c1)OCO2	0.4%	-0.2%	1.2%	-8.2%	-3.9%	-5.7%	-3.6%	-20.9%	15.8%
COc1ccc(S(=O)(=O)N2CCCC(N(C)CCc3ccccc3)C2)cc1OC (centres undefined)	2.1%	-6.2%	1.2%	-6.9%	-2.1%	-7.4%	18.9%	-11.9%	1.7%
O=C1C(C=NCC2CCCO2)=C(O)c2ccccc21 (centres undefined)	-0.8%	6.6%	-8.8%	-11.3%	-17.9%	-3.3%	8.8%	0.0%	2.1%
Nc1ccc(C(=O)OCC(=O)N2CCOCC2)cc1[N+](=O)[O-]	2.5%	-6.8%	-17.0%	6.1%	7.5%	-3.2%	18.0%	18.2%	8.2%
Cc1cccc(NC(=O)CSc2cccc[n+]2[O-])c1C	2.2%	5.3%	-4.2%	-1.8%	12.2%	-3.1%	0.0%	-4.5%	2.5%
CC(=O)Nc1ccc(S(=O)(=O)Nc2nccc(C3Cc4ccccc4C(=O)O3)n2)cc1 (centres undefined)	-5.6%	7.9%	2.4%	4.4%	-0.3%	25.4%	-11.6%	0.0%	-14.9%
CCCCCC(=O)N1C[C@H](n2cc(C3CC3)nn2)[C@@H](O)C[C@@H]1c1ccc(OC)cc1	·	-4.5%	-0.1%	-9.6%	-5.9%	-5.5%	9.9%	5.6%	1.8%
COc1ccccc1C(=O)NCCC(=O)N1CC=C(c2ccccc2)CC1	-1.4%	1.3%	-23.9%	0.3%	-4.6%	-16.7%	4.1%	?	-2.3%
Cc1ccc(S(=O)(=O)N2CCc3ccccc3C2CC(=O)O)cc1 (centres undefined)	-17.4%	-11.4%	-1.6%	3.6%	9.2%	0.0%	-2.1%	-5.2%	-2.7%
